PfHsp90 yeast 2: growth inhibition of yeast expressing Plasmodium Hsp90; S. cerevisiae expressing PfHsp90, BacTiter-Glo ATP, 48 h; yeast lacking PDR1 and PDR3 efflux regulators; inhibition, % at 9.4 µM; hit rate 0.32% among 310,000;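 active = every replicate shows inhibition above about 80%, whatever the replicate mean, limit read from the data; inconclusive = mean inhibition reaches the set limit but some replicate falls short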;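 note: 0% = DMSO neutral controls and 100% = 20 µM radicicol positive controls; yeast relying on Plasmodium falciparum Hsp90 in place of its own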
CAL PDZ FP-1: inhibitors of human CAL PDZ peptide binding | Q9HD26 | purified CAL PDZ, TMR-peptide fluorescence polarization, 1 h | inhibition, % at 20 µM | hit rate 0.02% among 330,000 | AID 504414;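 active = highest replicate inhibition of at least 40%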;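 note: plate controls were DMSO neutral control wells for no effect and unlabeled competitor peptide control wells for full effect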
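Assay system – tagged CAL PDZ protein CerCALP, purified · Timing – 1 h at RT · Compound – single point, 20 µM · Measured by – fluorescence polarization from S- and P-plane intensities, G-factor corrected · Evaluation – inhibition from polarization loss · Probe or stimulus – TMR reporter peptide T*-PRC34 · Buffer or medium – pH 7.4 phosphate-saline buffer, reducing agent, detergent, IgG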
Rtt109 Vps75: inhibitors of Candida albicans Rtt109/Vps75 histone acetyltransferase; Q5AAJ8; purified Rtt109/Vps75, ThioGlo CoA-SH fluorescence, 4 h; inhibition, % at 34.9 µM; hit rate 0.16% among 330,000; AID 540336;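 active = inhibition of at least 50% in every replicate; inconclusive = best replicate reaches 50% inhibition but some replicates fall short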
Target sequence (Q5AAJ8 whole entry, looked up): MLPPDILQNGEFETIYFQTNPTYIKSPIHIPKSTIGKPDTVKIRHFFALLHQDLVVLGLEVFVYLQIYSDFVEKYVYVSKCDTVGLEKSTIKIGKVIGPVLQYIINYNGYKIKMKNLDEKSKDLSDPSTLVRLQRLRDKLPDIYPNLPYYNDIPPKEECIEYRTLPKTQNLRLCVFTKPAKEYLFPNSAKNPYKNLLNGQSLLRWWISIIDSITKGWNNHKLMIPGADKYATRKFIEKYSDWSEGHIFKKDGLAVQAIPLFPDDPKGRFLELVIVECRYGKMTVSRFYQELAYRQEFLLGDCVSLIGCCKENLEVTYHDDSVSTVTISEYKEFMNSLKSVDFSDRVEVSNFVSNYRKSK
SR-BI uptake up: enhances SR-BI lipid uptake from DiI-HDL | CHO ldlA[mSR-BI] cells, DiI-HDL uptake fluorescence, 3 h; 100 = double the neutral-control signal | activation, % at 12.5 µM | hit rate 0.096% among 320,000 | AID 504775;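 active = mean replicate activation of at least 60% and every replicate at or above 60%; inconclusive = mean or all-replicate condition met, but not both; inactive = mean below 60% and not all replicates reaching 60%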;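 note: 0% = median plate neutral-control signal and 100% = twice that signal; values of inactives mirror those of a sister screen read the other way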
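Test system: SR-BI-overexpressing, LDLR-lacking CHO cells; Medium: Ham's F12 with 0.5% BSA, HEPES 25 mM, pH 7.4; Schedule: 3 h, 37 °C; Technique: bottom-read fluorescence, 550/595 nm.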
dFosB act: activators of mouse delta FosB homodimer. P13346. hit rate 0.99% among 340,000. purified delta FosB, TAMRA-CDK5 oligo fluorescence polarization; percent of positive-control signal above neutral wells. activation, % at 25 µM. AID 493131;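 active = mean activation above about 17%, with every replicate also reaching it, limit read from the data, passing the limit was not always enough; inconclusive = only one of the two conditions met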;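 note: fluorescence polarization rise as delta FosB binds a TAMRA Cdk5 AP-1 oligo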
Target sequence (P13346 whole entry, looked up): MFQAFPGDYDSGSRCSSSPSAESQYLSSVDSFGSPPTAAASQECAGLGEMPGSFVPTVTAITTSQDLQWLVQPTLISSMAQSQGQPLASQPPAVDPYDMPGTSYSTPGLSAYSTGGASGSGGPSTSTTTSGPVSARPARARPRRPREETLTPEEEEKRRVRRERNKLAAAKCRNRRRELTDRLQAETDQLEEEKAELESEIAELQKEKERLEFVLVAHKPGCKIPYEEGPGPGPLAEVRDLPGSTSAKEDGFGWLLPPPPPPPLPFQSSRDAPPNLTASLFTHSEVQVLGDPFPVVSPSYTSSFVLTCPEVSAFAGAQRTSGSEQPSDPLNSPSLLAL
NSD2 inh: NSD2 (human) methyltransferase inhibition; NSD2 peptide methylation, AlphaScreen, 120 min; hit rate 0.54% among 310,000; O96028; inhibition, % at 12.5 µM; in the data active = inhibition above about 50%
PvdQ acylase: blocks Pseudomonas aeruginosa PvdQ acylase activity | hit rate 0.063% among 340,000 | inhibition, % at 10 µM | purified PvdQ acylase, fluorescence plate reader; in the data active = inhibition above about 30%, passing the limit was not always enough; inconclusive = no clear call, values can overlap the other calls;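 note: 0% = vehicle neutral wells and 100% = reference inhibitor wells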
SR-BI DiI inh: inhibitors of mouse SR-BI mediated HDL lipid uptake; Q61009; ldlA[mSR-BI] CHO cells, DiI-HDL uptake fluorescence, 3 h; inhibition, % at 12.5 µM; hit rate 0.96% among 320,000; AID 488896;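 active = mean replicate inhibition of at least 70% and a set share of replicates each scoring 70 or more; inconclusive = meets just one of the two criteria; inactive = fails both criteria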;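 note: 0% = median of neutral control wells and 100% = median of positive control wells; values of inactives mirror those of a sister screen read the other way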
MITF TRPM1 HTS: MITF TRPM1 promoter activation in melanoma cells | SK-MEL-5 TRPM1-promoter luciferase, 24 h; % of positive control, neutral wells = 0 | hit rate 0.75% among 300,000 | activation, % at 12.5 µM;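 active = mean activation of at least 80% with every replicate also reaching 80%; inconclusive = mean reaches 80% but some replicate falls short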;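 note: 0% = neutral control wells and 100% = parthenolide positive control wells; values of inactives mirror those of a sister screen read the other way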
CAL PDZ FP-2: blocks peptide binding to the human CAL PDZ domain | inhibition, % at 24.9 µM | hit rate 0.92% among 300,000 | purified CAL PDZ, TMR-peptide fluorescence polarization, 1 h | Q9HD26 | AID 602252;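 active = mean inhibition of at least 30% with at least half of replicates also reaching 30%; inconclusive = no clear call, values can overlap the other calls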;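 note: 0% = DMSO neutral control and 100% = excess unlabeled competitor peptide PRC23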
Active calls of the source: *; ? = inconclusive; · = no result given.

SMILES	PfHsp90 yeast 2	CAL PDZ FP-1	Rtt109 Vps75	SR-BI uptake up	dFosB act	NSD2 inh	PvdQ acylase	SR-BI DiI inh	MITF TRPM1 HTS	CAL PDZ FP-2
CCO[C@H]1OC(C(=O)N2CCN(Cc3ccc4c(c3)OCO4)CC2)=C[C@@H](c2ccc(C(F)(F)F)cc2)[C@@H]1CCCO	-5.2	-1.3	8.2	-21.1	-8.5	·	-5.6	21.1	0.8	-3.5
Cn1c(SCC(=O)NCCc2ccccc2)nnc1-c1ccncc1	-2.4	0.0	4.8	17.4	-0.9	0.4	-9.7	-17.4	0.4	-8.5
O=C(CSc1nnc(-c2ccco2)n1-c1ccccc1)NCc1ccc2c(c1)OCO2	·	-0.7	5.6	14.8	0.1	-1.1	-6.3	-14.8	1.0	·
C=CCNC(=O)c1ccccc1NC(=O)c1ccccc1	-24.5	-4.1	-18.2	-0.2	-10.6	-1.8	3.5	0.2	-2.7	-22.8
CCc1sc2nc(SCC(=O)Nc3cc(C)on3)n(-c3cccc(OC)c3)c(=O)c2c1C	-31.1	0.3	-10.0	-5.8	-6.2	-1.6	-8.7	5.8	-36.3	-2.0
C/C(=N\NC(=O)C(c1ccccc1)c1ccccc1)c1ccccn1	2.0	-0.1	-3.1	15.7	-9.2	-1.0	-7.2	-15.7	-82.9	-5.3
CC(C)(C)NC(=O)COC(=O)c1cc(Br)ccc1Cl	-0.6	-1.6	-9.1	10.1	-9.5	-0.7	-10.7	-10.1	15.8	-3.6
COCCn1nnnc1C(c1ccccc1OC)N1CCN(c2ccccc2)CC1 (configuration not stated)	-17.5	0.2	-3.9	32.6	-9.8	1.2	-6.5	-32.6	3.6	0.7
COc1ccc(N/N=C(/N=Nc2nc(C)cc(=O)[nH]2)c2ccccc2)cc1	25.2	-0.7	5.1	-41.2	-2.7	14.7	2.1	41.2	-1.4	1.7
O=C(COC(=O)Cc1c(Cl)cccc1Cl)NCC1CCCO1 (configuration not stated)	-9.9	12.4	-4.1	17.8	9.8	8.0	-4.9	-17.8	7.6	5.3

Next section; the last 2 above are carried over.
SMILES	PfHsp90 yeast 2	CAL PDZ FP-1	Rtt109 Vps75	SR-BI uptake up	dFosB act	NSD2 inh	PvdQ acylase	SR-BI DiI inh	MITF TRPM1 HTS	CAL PDZ FP-2
COc1ccc(N/N=C(/N=Nc2nc(C)cc(=O)[nH]2)c2ccccc2)cc1	25.2	-0.7	5.1	-41.2	-2.7	14.7	2.1	41.2	-1.4	1.7
O=C(COC(=O)Cc1c(Cl)cccc1Cl)NCC1CCCO1 (configuration not stated)	-9.9	12.4	-4.1	17.8	9.8	8.0	-4.9	-17.8	7.6	5.3
O=C(CSC1=Nc2ccccc2C2=NC(CC(=O)NCc3ccco3)C(=O)N12)NCc1ccco1 (configuration not stated)	-11.3	0.1	1.9	4.8	-3.4	2.8	-5.7	-4.8	·	3.6
Clc1ccc2c(c1)c1cc(Cl)ccc1n2CN1CCOCC1	·	-1.1	-2.1	-25.4	-3.2	-1.5	11.6	25.4	·	-5.3
O=C(COc1ccccc1)Nc1ccc(S(=O)(=O)N2CCCCCC2)cc1	-5.4	9.3	1.9	-46.3	-4.3	-1.1	6.1	46.3	·	-1.6
O=C(COC(=O)CC1CCCC1)Nc1ccc(OC(F)F)cc1	-21.4	-0.4	1.4	14.3	-2.4	-1.1	-15.7	-14.3	0.3	·
Cc1ccc(Cl)c(OCC(=O)N2CCc3ccccc3C2)c1	-19.3	-0.3	-5.3	-20.4	-5.5	11.5	-9.6	20.4	62.7	-4.8
O=C1C=C(Nc2ccccc2)c2ccccc2C1=O	-7.6	-1.3	2.1	-34.4	-5.4	5.2	0.9	34.4	-102.1	-3.0
CCCn1c(N)c(Br)c(=O)[nH]c1=O	-1.3	0.5	10.1	14.9	6.7	2.1	5.1	-14.9	-5.4	·
O=S(=O)(c1ccc(NC(=S)N/N=C/c2ccc(N3CCOCC3)cc2)cc1)N1CCOCC1	8.6	0.1	-13.5	-13.1	-3.7	-1.6	-2.4	13.1	2.1	-2.3
COc1cc(N)ccc1C(=O)O	-3.3	-2.3	-6.4	36.8	0.9	0.0	-13.2	-36.8	10.3	-0.1
O=C(c1cc(-c2ccccc2)on1)N1CCN(c2ccccc2)CC1	-18.8	0.5	-6.0	-0.6	-2.5	-2.2	-16.8	0.6	4.9	-0.4
Cc1ccc(OCC(=O)c2cc(C)c(C)cc2C)c([N+](=O)[O-])n1	0.6	0.1	-7.2	-7.2	-6.9	-1.0	-5.6	7.2	-10.8	0.3
CCN(CC)CCNC(=O)c1ccc(NC(=O)COc2ccccc2F)cc1	14.1	-3.5	-5.5	-7.0	-1.0	13.3	-2.7	7.0	0.2	-5.8
COCCN(C(=O)c1cc(-c2ccco2)nc2ccccc12)c1c(N)n(Cc2ccccc2)c(=O)[nH]c1=O	-3.8	-1.2	9.4	11.6	-8.5	-0.2	3.7	-11.6	-3.2	·
O=C(CN1CCCCC1)n1c2ccccc2c2ccccc21	2.7	-0.5	55.8*	-15.3	12.2	-0.7	0.1	15.3	7.2	-2.5
CCCCOc1ccccc1/C=N/NC(=O)CC#N	15.7	-3.6	2.2	-9.0	-8.5	2.2	-11.7	9.0	-1.1	-0.8
Cc1cc(C)c(S(=O)(=O)Nc2ccc(N(C)C)cc2)c(C)c1-n1cnnn1	11.2	-1.4	2.0	-1.7	-7.3	43.1	-14.2	1.7	4.8	1.9
CC1CC(C)CN(C(=O)COC(=O)c2ccc3c(c2)OCO3)C1 (configuration not stated)	10.8	-0.1	-3.5	-14.8	-3.6	-1.8	7.2	14.8	24.2	1.0
C=CCn1c(=NC(=O)c2cccs2)sc2cc(NC(C)=O)ccc21	15.3	-0.7	1.0	-30.7	?	·	-7.9	30.7	17.7	·
O=C(Cc1ccc(F)cc1)NC1CCCCCC1	0.9	-1.8	5.6	·	-4.5	-0.8	-9.6	·	12.3	-15.4
CC1=C(C(=O)N(C)Cc2ccccc2)C2(CCC(C)CC2)OC1=O (configuration not stated)	6.2	0.3	7.2	12.9	-2.2	·	-16.9	-12.9	·	-4.0
COc1ccc(C2=NN(C(=O)CCC(=O)O)C(c3ccc(F)cc3)C2)cc1 (configuration not stated)	1.7	·	9.4	-5.6	1.2	2.0	-7.9	5.6	0.6	-1.5
CCOC(=O)c1c(-c2ccc(C)o2)csc1NC(=O)COC(=O)c1ccc(NC(N)=O)cc1	-1.3	0.2	-1.3	-18.2	0.5	10.6	1.1	18.2	-11.8	-0.7
O=C1NCCNC(=O)c2ccccc2OCCOc2ccccc21	5.5	-1.0	-4.0	-26.3	-7.2	-1.5	-11.3	26.3	-8.8	3.3
CC(=O)c1cnn(-c2cc(Oc3ccccc3C)ncn2)c1C	-4.9	-0.9	11.0	·	2.2	-2.2	9.0	·	19.7	-0.9
CC(=O)c1ccn(S(=O)(=O)c2ccccc2)c1	8.3	-0.3	0.3	13.4	2.1	-1.6	4.1	-13.4	-1.5	-1.5
Cc1onc(-c2c(F)cccc2Cl)c1C(=O)NNC(=O)C1CCN(Cc2ccccc2)CC1	15.3	-0.7	11.6	16.3	-8.7	2.3	-11.6	-16.3	11.5	·
O=S(=O)(N=S(N1CCCCC1)N1CCCCC1)c1ccccc1	·	-0.7	-1.1	18.7	5.0	-1.3	-9.7	-18.7	-7.9	-1.7
O=C(Nc1ccc2c(c1)OCCO2)c1cccnc1	-2.9	-3.3	5.1	0.2	1.0	0.9	15.3	-0.2	47.3	-1.5
Cc1ccc(S(=O)(=O)c2c(C)nn(C(C)(C)C)c2OC(=O)c2ccc(Br)o2)cc1	-17.2	·	-1.9	0.3	-6.5	-1.9	-16.1	-0.3	7.2	-9.6
CSc1nsc(SC)c1C(=O)N1CCN(S(=O)(=O)c2ccc(C)cc2)C1C (configuration not stated)	-2.4	-0.1	12.3	8.7	-3.4	-1.9	6.6	-8.7	3.9	-3.0
COc1ccc(N=C/C=C2\C=C(c3ccccc3)OC(C)(C)O2)cc1	-4.5	0.0	1.2	7.9	0.7	·	-6.1	-7.9	-10.2	11.6
CCCN(CCC)C(=O)Cn1c(=O)c2sccc2n2c(=S)sc(-c3ccccc3)c12	17.0	-0.6	-5.6	16.5	3.0	·	-5.2	-16.5	12.0	-2.5
CCOc1ccc(/C=N/n2c(COc3ccccc3)n[nH]c2=S)cc1OC	-1.6	-0.3	-3.1	·	-8.2	5.1	-2.2	·	2.8	-5.2
Cc1nc2c(C)cccn2c1/C(O)=C1\C(=O)C(=O)N(CCN2CCOCC2)C1c1cccs1 (configuration not stated)	-42.8	0.0	4.7	15.9	-9.3	-0.4	-11.4	-15.9	·	5.5
COC(=O)c1ncccc1SC	-16.1	-1.9	·	6.8	-6.5	-2.4	-1.7	-6.8	6.2	0.8
COc1cc(/C=C2\SC(=S)N(CCC(=O)N3CCN(C)CC3)C2=O)cc(OC)c1OC	-10.7	-2.6	-5.5	·	-9.3	9.0	-4.6	·	-2.7	-2.2
CCC(O)c1c(-c2ccccc2)nn(C)c1Cl (configuration not stated)	-2.0	0.7	1.3	-2.9	-3.9	-0.4	-14.9	2.9	1.2	-1.3
CCOc1ccc(CN2C(=O)c3ccccc3C2=O)cc1C(=O)NC1CC(C)(C)NC(C)(C)C1	1.5	-2.5	0.2	·	3.0	1.0	-16.7	-30.4	-13.2	-0.7
COc1ccc(NC(=O)CN2C(=O)c3cccc4cccc2c34)c(OC)c1	11.1	-2.1	-6.2	-5.7	-3.9	1.8	-9.1	5.7	11.0	-3.6
CC(=O)/C(=N/Nc1ccccc1C)N1CCOCC1	3.3	-0.2	-4.6	3.5	-3.7	-4.0	-17.6	-3.5	-4.3	-1.0
CC1CCCN(C(=O)COC(=O)COc2ccc(C#N)cc2)C1 (configuration not stated)	·	-1.2	0.6	10.3	-1.8	-4.7	-0.5	-10.3	-0.3	3.5
Cc1ccc(C(=O)NC2(C(Cl)Cl)N=C(c3ccccc3)N=C2N)cc1 (configuration not stated)	20.4	-0.6	8.8	25.0	-0.2	0.1	6.8	-25.0	3.6	7.5
CCOC(=O)c1nc2ccccc2c(=O)[nH]1	-2.2	0.3	2.5	2.9	-0.9	-3.6	-3.6	-2.9	29.7	-4.0
C/C(=N\NC(=O)C1CCCC1)c1ccc(Cl)c(Cl)c1	-10.4	-1.9	-1.4	7.5	1.7	-1.6	-8.1	-7.5	8.7	-3.4
Cc1cccn2cc(CNS(=O)(=O)c3ccc4ccccc4c3)nc12	9.9	-1.3	1.0	34.2	-1.5	-1.5	-2.4	-34.2	-7.3	1.0
